From PubChem BioAssay
Fam108B counter: Fam108B inhibition, counter-screen for RBBP9 inhibitors; recombinant Fam108B, FP-Rh probe fluorescence polarization; actives 0.33% (n = 300,000); inhibition, % at 9.51 µM;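 active = inhibition above the screen mean inhibition plus 3 SD, computed separately per campaign, cut at about 18% in these data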;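 note: inhibitors lower polarization as less probe binds the enzyme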
GLD-1 RNA inh: GLD-1-TGE RNA interaction inhibition (C. elegans). actives 0.44% (n = 320,000). Q17339. AID 2280. purified GLD-1 + fluorescein TGE RNA, fluorescence polarization. inhibition, % at 5.96 µM;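 active = percent inhibition above a per-plate cutoff, the plate mean of test compounds plus 3 SD, cut at about 30% in these data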;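 note: 0% = DMSO wells with GLD-1 and probe and 100% = wells lacking GLD-1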
Target sequence (Q17339 whole entry, looked up): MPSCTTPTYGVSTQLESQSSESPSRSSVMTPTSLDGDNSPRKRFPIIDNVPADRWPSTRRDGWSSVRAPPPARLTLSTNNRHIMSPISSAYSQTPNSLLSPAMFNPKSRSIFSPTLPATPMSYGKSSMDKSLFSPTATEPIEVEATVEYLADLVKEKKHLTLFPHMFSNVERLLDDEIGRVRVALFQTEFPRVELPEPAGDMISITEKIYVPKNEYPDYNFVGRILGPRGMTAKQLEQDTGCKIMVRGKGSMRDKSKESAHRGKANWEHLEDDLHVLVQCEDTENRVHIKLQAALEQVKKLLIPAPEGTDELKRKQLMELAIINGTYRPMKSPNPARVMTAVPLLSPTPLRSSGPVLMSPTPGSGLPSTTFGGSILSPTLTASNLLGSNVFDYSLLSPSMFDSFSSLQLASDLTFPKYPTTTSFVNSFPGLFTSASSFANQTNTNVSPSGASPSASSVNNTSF
Efflux pump mplx: antifungal efflux pump inhibition, Nile Red retention. S. cerevisiae Candida pump triplex. inhibition, % at 10 µM. actives 0.44% (n = 330,000). AID 485275;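 active = plate passing quality check with inhibition over a set limit, or well fluorescence over plate mean plus 4 SD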;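 note: Nile Red retained in pooled yeast measured as flow cytometry median fluorescence; 0% = buffer negative control and 100% = Enniatin B positive control; higher means more Nile Red kept so more efflux inhibition; some compounds called inactive have numbers as strong as hits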
Yeast superoxide: caloric restriction mimetics inhibiting age-related superoxide in yeast; superoxide response (% of plate mean), % at 10 µM; S. cerevisiae aged cells, superoxide DHE fluorescence; stronger effect = lower value; AID 2690; actives 0.18% (n = 330,000);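 active = superoxide response under a set limit, about three screen SD below normal, cut at about 65% in these data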;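 note: yeast aged for seven days with compound at 30 °C before DHE staining; 100% = average MFI of all compound-treated wells on the plate with controls excluded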
EBNA-1 inhibitor: blocks EBNA-1 binding to DNA; EBNA-1 DNA binding, fluorescence polarization; actives 0.34% (n = 300,000); AID 1950; inhibition, % at 14.8 µM; in the data active = inhibition above about 28%
Bcl-xL primary: Bcl-xL (human) inhibition; Q07817; GST-Bcl-xL / FITC-Bim BH3 peptide fluorescence polarization; inhibition, % at 10.9 µM; actives 0.7% (n = 320,000); AID 2129;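 active = inhibition above the mean of all tested compounds plus 3 SD, cutoff set per campaign, cut at about 30% in these data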;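 note: 0% = DMSO wells and 100% = unlabeled Bim-BH3 peptide competitor; inhibitors lower millipolarization by displacing the labeled peptide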
Target sequence (Q07817 whole entry, looked up): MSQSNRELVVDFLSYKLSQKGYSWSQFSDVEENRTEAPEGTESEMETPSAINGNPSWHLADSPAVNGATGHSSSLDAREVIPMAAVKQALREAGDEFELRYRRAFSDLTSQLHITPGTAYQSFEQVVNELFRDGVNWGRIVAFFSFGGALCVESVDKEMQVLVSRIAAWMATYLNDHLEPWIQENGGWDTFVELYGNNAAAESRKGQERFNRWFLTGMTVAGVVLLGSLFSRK
ZTA DNA inh: ZTA (EBV) inhibition in EBNA-1 counter-screen | actives 0.15% (n = 320,000) | AID 2234 | inhibition, % at 11 µM | ZTA-DNA binding, fluorescence polarization; in the data active = inhibition above about 33%
MEX-5 binding: C. elegans MEX-5 TCR-2 RNA binding activity; Q9XUB2; MEX-5/FITC-TCR2 RNA binding, fluorescence polarization; stronger effect = lower value; activity score (negative = inhibition of binding), % at 10 µM; actives 0.38% (n = 300,000);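 active = inhibition past about -25% in most replicates, and total fluorescence under double the plate's negative control median, limit read from the data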;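 note: 0% = DMSO and -100% = 5 µM competing unlabeled TCR2 RNA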
MCL1 BIM primary: disrupts human MCL1 binding to BIM-BH3 peptide | actives 0.68% (n = 320,000) | GST-MCL1 / FITC-Bim-BH3 fluorescence polarization | inhibition, % at 10.9 µM | Q07820;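 active = inhibition above the mean inhibition of all tested compounds plus 3 SD, set per campaign, cut at about 40% in these data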;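 note: 0% = DMSO wells and 100% = unlabeled Bim-BH3 peptide control; higher means more loss of mP so more displacement of Bim peptide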
Target sequence (Q07820 whole entry, looked up): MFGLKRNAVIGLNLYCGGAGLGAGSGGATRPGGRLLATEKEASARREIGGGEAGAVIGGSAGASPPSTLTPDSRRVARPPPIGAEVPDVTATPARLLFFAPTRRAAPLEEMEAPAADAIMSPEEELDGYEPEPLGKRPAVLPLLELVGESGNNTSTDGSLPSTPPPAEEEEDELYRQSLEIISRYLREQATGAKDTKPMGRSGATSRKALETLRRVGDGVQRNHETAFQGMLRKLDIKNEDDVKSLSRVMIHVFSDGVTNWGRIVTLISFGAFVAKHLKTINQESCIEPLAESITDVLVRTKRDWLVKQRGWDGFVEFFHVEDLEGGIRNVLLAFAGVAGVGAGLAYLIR
* = called active by the depositor; · = no result given.

SMILES	Fam108B counter	GLD-1 RNA inh	Efflux pump mplx	Yeast superoxide	EBNA-1 inhibitor	Bcl-xL primary	ZTA DNA inh	MEX-5 binding	MCL1 BIM primary
Cc1ccccc1C(=O)NCC(=O)Nc1ccccc1C(F)(F)F	3	5	-0.5	108	4	6	-10	0.5	2
CCOC(=O)c1c(NC(=O)Cn2nnc3ccccc32)sc2c1CCC(C)C2 (stereo not drawn)	-3	3	0.2	98	-16	4	2	0.3	7
CC1CC1C(=O)NCCc1ccc(Cl)cc1 (stereo not drawn)	0	3	0.0	92	0	0	16	-1.4	5
COc1cccc(C(=O)N/N=C/c2ccc(OC)c(COc3ccccc3C(N)=O)c2)c1	-2	0	-0.2	100	3	5	-12	-1.1	4
CCCCN(C)CCN1C(=O)C2C(C(=O)Nc3ccc(OC)cc3)C3C=CC2(O3)C1C(=O)NC1CCCCC1 (stereo not drawn)	0	-6	0.6	92	-10	-4	-10	-0.4	-12
COCCNC(=O)CSc1nc(-c2ccccc2)c(-c2ccccc2)o1	0	-10	0.1	98	-8	-5	0	0.0	-5
O=C(O)C1CSC2c3ccccc3C(=O)N12 (stereo not drawn)	2	0	0.0	100	6	5	14	0.9	4
N#CC1=C(N)N2C(=C(C#N)C13CCCCC3)SC1CCCCC12O (stereo not drawn)	1	5	0.1	107	-5	5	3	0.0	7
COc1cc2c(cc1NC(=O)c1cc(-c3ccncc3)nc3ccccc13)oc1ccccc12	2	0	0.2	113	-15	-3	10	-1.1	-21
CCOc1cc(C2C(C#N)=C(N)Oc3cc(N)ccc32)ccc1O (stereo not drawn)	2	12	0.4	101	-4	2	-23	-5.4	-10
COc1ccc(S[C@@H](CCN2CC[C@H](O)CCC2=O)c2ccccc2)cc1	·	-2	0.4	93	·	0	-1	·	4
Cn1c(=O)n(C)c2cc(/C=C3/NC(=O)N(Cc4ccccc4)C3=O)ccc21	-3	6	0.0	120	134*	-1	-7	-3.7	2
CNC(=O)C(C)c1ncc(C(F)(F)F)cc1Cl (stereo not drawn)	4	1	-0.1	81	-1	3	-21	1.0	3
O=c1ccc(-c2ccc(S(=O)(=O)NCC3CCN(Cc4cccc(F)c4)CC3)s2)n[nH]1	-12	-20	0.3	91	-8	-13	-4	1.4	-25
COc1ccc(N(C(=O)CNC(=O)c2ccco2)C(C(=O)NC2CCCCC2)c2ccco2)cc1 (stereo not drawn)	-1	4	0.2	102	-1	-1	-1	3.9	-3
Cc1ccc(NC(=O)c2ccc(S(=O)(=O)N3CCC(C)CC3)cc2)nc1	1	2	0.0	97	-3	-2	-1	0.2	-2
c1ccc(CSc2ccc(-c3ccccn3)nn2)nc1	1	0	-0.1	101	10	5	2	-3.2	6
O=C(Cc1cccs1)Nc1nc(-c2ccc(F)c(F)c2)cs1	0	0	0.1	102	12	5	11	-2.2	2
Cc1ccc(S(=O)(=O)N2CCCC2)cc1[N+](=O)[O-]	4	-2	0.2	116	0	0	6	2.0	-5
FC(F)(F)c1cccc(N2CCN(C(=S)NCC3CCCO3)CC2)c1 (stereo not drawn)	3	-4	0.0	99	-5	4	-14	0.5	8
CCN(CC)S(=O)(=O)c1ccc2c3c(cccc13)C(=O)N2	0	1	-0.1	97	6	1	14	-2.1	1
COc1ccc(S(=O)(=O)NC(CC(=O)NCc2ccco2)C(C)C)cc1 (stereo not drawn)	5	5	0.0	106	7	0	11	-1.4	-4
O=C(NCCc1c[nH]c2ccccc12)/C(=C\c1cccnc1)NC(=O)c1ccccc1F	5	0	-0.2	91	2	5	-4	2.6	2
C=CCN1C(=O)c2ccc(C(=O)N(C)CC(=O)Nc3ccccc3Br)cc2C1=O	1	1	-0.1	103	4	4	7	-4.7	1
Cc1cc(=O)[nH]c(SCC(=O)N(CCC#N)c2ccccc2)c1C#N	1	6	0.0	85	8	5	12	0.8	6
O=C(C1CCC(=O)N1C1CCCCC1)N1CCN(c2ccc(F)cc2)CC1 (stereo not drawn)	3	5	0.1	95	-7	1	15	0.9	-1
CSc1ccc(CNCCCSc2ncccn2)cc1	3	-1	-0.2	97	-6	1	-10	0.3	12
Cc1ccc(N(CC(=O)O)S(C)(=O)=O)cc1Cl	2	1	-0.1	96	0	3	0	-0.8	5
Cc1ccc(C(CNS(=O)(=O)c2ccc(F)cc2)N2CCN(C)CC2)cc1 (stereo not drawn)	2	7	0.0	94	2	5	2	-2.7	2
N#CN(CC(N)=O)c1nc(N2CCCCC2)nc(N2CCCCC2)n1	2	-7	-0.1	109	-9	4	17	1.3	2
CCCn1c(N)c(N(CCOC)C(=O)c2ccccc2F)c(=O)[nH]c1=O	3	2	0.0	103	-4	-8	-19	-0.8	-14
CC(C)(C)N(Cc1ccccc1)C(=O)CN1C(=O)NC2(CCCCCC2)C1=O	·	-1	0.1	106	·	4	8	·	9
Cc1nc(SCC(=O)Nc2ccc(F)cc2)c(C#N)c(C)c1CC(=O)c1ccc(Br)cc1	-2	12	-0.1	98	6	4	8	2.5	-3
CCn1c(C)nc2cc(C(=O)NNC(=O)CCC3CCCC3)ccc21	0	3	-0.2	94	7	5	-1	-0.6	3
NC(=O)C1CCN(CC(=O)c2c[nH]c3ccc(F)cc23)CC1	-5	0	0.4	147	0	-3	8	-0.4	-8
CCOC(=O)C1CCCN(C(=O)CC(C)c2ccccc2)C1 (stereo not drawn)	-3	9	0.0	94	-5	2	-10	-1.6	0
Cc1ccc(-c2n[nH]c(=O)c3ccccc23)cc1S(=O)(=O)Nc1ccc(F)cc1	-5	6	-0.1	99	0	5	0	0.4	5
Cc1ccc(C(=O)Nc2ccccc2N2CCCC2)cc1S(=O)(=O)N1CCOCC1	·	4	-0.1	75	·	1	22	·	6
CCOC(=O)c1ccccc1NC(=O)c1ccc2nc[nH]c2c1	-8	0	0.2	102	-12	0	-13	-2.4	0
O=C(NCCc1cccs1)c1ccc(Cl)c(Cl)c1	0	1	0.1	104	-7	1	0	-0.9	1
O=C(/C=C/c1ccccc1)NC(=O)c1ccccc1O	-4	0	0.0	101	10	3	3	1.5	-4
Cn1c(C(C#N)C(=O)Cc2cccc3ccccc23)nc2ccccc21 (stereo not drawn)	-3	-3	0.0	86	-1	-2	7	-1.4	3
COc1cccc(Nc2nc3ccccc3nc2NS(=O)(=O)c2cccs2)c1	6	1	-0.1	98	16	6	9	-7.1	2
CCNC(=O)COC(=O)COc1ccc(Cl)cc1C	-4	-3	0.2	115	-18	0	1	-1.8	-3
Cn1nc(C(F)(F)F)c(C(=O)Nc2ccc(F)cc2)c1Cl	-1	0	0.3	95	-10	5	6	-1.7	7
CCC(C(=O)NCCN1CCOCC1)n1c2ccccc2c2nc(=O)cc(C)n21 (stereo not drawn)	0	-2	0.1	108	13	5	2	2.5	5
CC1=NN(C(N)=S)C(=O)C1N=Nc1c(C)n(C)n(-c2ccccc2)c1=O (stereo not drawn)	-2	-2	0.0	71	-3	6	10	6.6	6
O=C(c1ccc(-c2ccccc2)cc1)C1CCCN(C(=O)Cn2cncn2)C1 (stereo not drawn)	-3	10	0.0	115	-5	5	-13	1.0	2
COc1ccc(S(=O)(=O)N2CCc3ccccc32)cc1C(=O)N(CC(C)C)C1CCS(=O)(=O)C1 (stereo not drawn)	6	10	0.0	99	14	-10	-9	-0.4	-5
COc1cc(/C=C2\SC(=S)N(CCC(=O)Nc3ccccc3O)C2=O)cc(OC)c1OC	-6	3	0.3	115	2	1	-7	1.1	-11
More entries:
SMILES	Fam108B counter	GLD-1 RNA inh	Efflux pump mplx	Yeast superoxide	EBNA-1 inhibitor	Bcl-xL primary	ZTA DNA inh	MEX-5 binding	MCL1 BIM primary
O=C(Nc1ccccn1)c1cccc(S(=O)(=O)N2CCc3ccccc3C2)c1	-2	-8	0.0	97	9	2	-4	0.6	1
O=C(COc1cc2oc(=O)c3c(c2cc1Cl)CCC3)N1C[C@H]2C[C@@H](C1)c1cccc(=O)n1C2	3	2	-0.2	77	3	2	8	2.0	6
CCOc1ncccc1C(=O)Nc1c(C)n(C)n(-c2ccccc2)c1=O	2	8	0.1	104	-3	4	4	-0.8	9
CCOC(=O)c1c(C)oc2ccc(OCC(N)=O)cc12	5	5	0.0	109	-10	0	-8	-3.0	1
COc1cc(C(=O)OCC(=O)Nc2ccc(C(C)=O)cc2)ccc1OCC(=O)N1CCOCC1	-9	5	0.2	106	6	4	6	-0.7	-11
OCCNc1nc(Cl)nc(NCc2ccco2)n1	-2	-1	0.1	82	-9	6	0	·	5
O=[N+]([O-])c1cccc2cn[nH]c12	5	-3	0.1	112	1	-2	8	-3.5	0
Cc1cc2c(cc1C)CSC(c1ccccc1O)SC2	-8	7	0.0	108	-7	2	8	1.4	5
COc1cc(Br)c(/C=C/c2ccc3cccc(O)c3n2)cc1OC	2	4	-0.1	94	-7	-1	-11	-1.5	5
CCCCc1ccc(NC(=O)c2cnccn2)cc1	-2	4	0.1	100	0	-4	1	-2.4	-13

Taken from above.
Entry for `NC(=O)C1CCN(CC(=O)c2c[nH]c3ccc(F)cc23)CC1` in MCL1 BIM primary: -8
Entry for `O=C(O)C1CSC2c3ccccc3C(=O)N12` (stereo not drawn) in EBNA-1 inhibitor: 6

Remaining list, next part:
SMILES	Fam108B counter	GLD-1 RNA inh	Efflux pump mplx	Yeast superoxide	EBNA-1 inhibitor	Bcl-xL primary	ZTA DNA inh	MEX-5 binding	MCL1 BIM primary
CCOC(=O)N1CCN(C(=O)C2CCCN(c3ncnc4c3nc3n4CCCCC3)C2)CC1 (stereo not drawn)	-1	1	0.2	92	9	3	9	0.4	6
COc1ccc(CN2CCNC(=O)C2CC(=O)N(C)Cc2ccon2)cc1OC (stereo not drawn)	-3	-1	-0.1	119	4	9	15	0.1	17
O=C(OCCN1C(=O)c2ccccc2C1=O)c1ccccc1	2	2	-0.1	100	46*	1	19	·	2
C=CCn1ncc(OC)c(Cl)c1=O	-1	3	-0.2	86	11	2	1	2.0	4
COc1ccc(NC(=O)CCC(=O)Nc2ccc3nc(N4CCOCC4)cc(C)c3c2)c(OC)c1	1	2	0.0	113	-2	6	14	-2.4	6
Cc1nn(CC(=O)N2CCN(C)CC2)c(=O)c2c1sc1ccccc12	2	11	0.0	89	-1	7	-13	0.1	10
COc1ccc2[nH]c3c(c2c1)CN(C)CC3	3	17	0.1	87	-10	-1	-3	-3.4	0
C=CCCC(=O)N(C)CCO	-1	12	-0.1	104	-1	6	-5	-1.4	7
CCc1ccccc1NC(=O)CSC1=C(C#N)C(c2ccc(O)c(OC)c2)C2=C(CCCC2=O)N1 (stereo not drawn)	1	10	0.1	97	6	12	4	-1.8	14
Cc1cc(OC(C)C(=O)N(Cc2ccco2)C2CCS(=O)(=O)C2)ccc1Cl (stereo not drawn)	2	-1	-0.1	100	5	2	9	-1.1	2
Cc1ccc2c(CC(=O)NNC(=O)c3ccccc3)coc2c1	-1	4	0.1	86	6	1	10	0.9	7
Cc1[nH]c(=O)[nH]c(=O)c1NS(=O)(=O)c1ccc2c(c1)CCCC2	4	13	0.0	120	-11	-1	-6	1.9	0
COCCn1nnnc1C(c1cccs1)N1CCN2CCCC2C1 (stereo not drawn)	3	-4	-0.2	78	12	8	-5	0.2	7
CC(=O)Nc1ccc(S(=O)(=O)Nc2ncccn2)cc1	1	6	-0.1	97	2	7	-14	2.8	8

Ordered by value in MEX-5 binding (high to low): some entries from above
mol	MEX-5 binding
O=C(Nc1ccccn1)c1cccc(S(=O)(=O)N2CCc3ccccc3C2)c1	0.6
O=C(NCCc1cccs1)c1ccc(Cl)c(Cl)c1	-0.9
CCNC(=O)COC(=O)COc1ccc(Cl)cc1C	-1.8
